Source: PubChem (National Center for Advancing Translational Sciences (NCATS))
FEN1 inh = blocks human flap endonuclease 1. AID 588795. 390,000 tested, 0.35% active. P39748. Recombinant FEN1 flap cleavage, fluorescence, 15 min. Potency, µM (top dose mostly 114 µM), for inactives: at the highest dose activity change, negative = inhibition, usual class: inhibitors; also: nearly all actives have a fitted effect of over 65% in size
Target sequence (P39748 whole entry, looked up): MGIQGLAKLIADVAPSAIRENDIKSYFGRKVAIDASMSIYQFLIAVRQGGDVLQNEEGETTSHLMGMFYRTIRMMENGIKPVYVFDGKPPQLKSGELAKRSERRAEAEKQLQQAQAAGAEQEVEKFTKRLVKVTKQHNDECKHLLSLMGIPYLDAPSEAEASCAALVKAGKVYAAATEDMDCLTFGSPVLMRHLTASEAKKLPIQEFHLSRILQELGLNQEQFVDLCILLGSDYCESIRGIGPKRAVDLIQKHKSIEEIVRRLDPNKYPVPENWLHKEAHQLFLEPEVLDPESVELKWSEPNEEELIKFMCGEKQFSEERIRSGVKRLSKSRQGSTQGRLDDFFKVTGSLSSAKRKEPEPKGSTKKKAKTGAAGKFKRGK
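FEN1 at 10 nM preincubated with compounds 15 min at room temperature, then flap DNA substrate added at 50 nM final. Signal read at 0 and 15 min; concentration-response fitted with four-parameter Hill equation.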
N370S GC mod = inhibits or activates N370S mutant glucocerebrosidase; P04062; N370S GC spleen homogenate, 4MU-glucoside fluorescence; Potency, µM (doses to about 59.4 µM), for the others: top-dose activity change, negative = inhibition, hits mostly inhibitors; 330,000 tested, 0.092% active; AID 2101;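 also: 0% = full enzyme activity and -100% = no enzyme basal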
TDP1 inh = blocks human tyrosyl-DNA phosphodiesterase 1. AID 485290. Potency, µM (series often up to 130 µM), inactives show at the top dose activity change, negative = inhibition, hits mostly inhibitors. 350,000 tested, 0.28% active. recombinant TDP1, AlphaScreen DNA substrate cleavage; also: nearly all actives have a fitted effect of over 40% in size
Target sequence (Q9NUW8 whole entry, looked up): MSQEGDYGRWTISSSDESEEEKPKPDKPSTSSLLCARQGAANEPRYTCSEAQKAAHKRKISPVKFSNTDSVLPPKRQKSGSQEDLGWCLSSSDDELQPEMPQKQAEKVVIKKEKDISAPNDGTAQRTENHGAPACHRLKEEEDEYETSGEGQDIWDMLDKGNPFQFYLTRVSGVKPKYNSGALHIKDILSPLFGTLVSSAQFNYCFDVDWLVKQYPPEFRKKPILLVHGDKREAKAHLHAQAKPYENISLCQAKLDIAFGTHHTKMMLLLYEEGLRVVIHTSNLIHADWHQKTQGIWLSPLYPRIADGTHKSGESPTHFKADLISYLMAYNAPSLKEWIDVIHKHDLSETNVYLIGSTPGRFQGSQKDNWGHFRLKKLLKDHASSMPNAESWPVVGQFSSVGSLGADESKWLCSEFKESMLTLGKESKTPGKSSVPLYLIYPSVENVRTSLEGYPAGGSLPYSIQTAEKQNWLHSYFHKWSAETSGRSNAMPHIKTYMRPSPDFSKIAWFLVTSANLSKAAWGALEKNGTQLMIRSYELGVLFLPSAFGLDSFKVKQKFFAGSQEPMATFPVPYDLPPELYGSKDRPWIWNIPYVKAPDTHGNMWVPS
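Enzyme-compound mixtures sat 15 min at room temperature, followed by a 5 min reaction with 15 nM final substrate and 10 min with AlphaScreen beads. Recombinant human Tdp1 was used at 1 nM final.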
* = called active by the depositor; ? = inconclusive; . = no result given; & = joins results of further samples. Calls follow the shape of the dose curve; as a rule, active = well fitted curve in the direction sought with a large enough effect; inconclusive = small, poorly fitted or top-dose-only effect, or another doubt; inactive = no such curve, though single readings can be large; an effect the other way counts as inactive or inconclusive. Unless noted, % is scaled to controls: 0 for no effect and ±100 for the full control effect; potency is read from the fitted curve at half-maximal effect.

A first look:
no.	compound	FEN1 inh	TDP1 inh	N370S GC mod
1	O=C(Oc1cccnc1)c1cc(S(=O)(=O)N2CCCCC2)ccc1Cl	-16%	-5%	4%
2	Cc1ccc(/C=c2/sc3nnc(-c4ccccc4Cl)n3c2=O)o1	-9%	-2%	24%
3	O=C(CCC1N=C2c3ccccc3N=C(SCc3ccccc3Cl)N2C1=O)N1CCN(c2ccccc2)CC1 (stereo not drawn)	-14%	8%	.
4	COc1ccc(-c2cc(C(=O)Nc3ccccc3O)c3ccccc3n2)cc1OC	-10%	5%	-18%
5	CNC(=S)n1cnc(N)n1	13%	.	8%
6	O=C(Nc1ccc(F)cc1)C1CCN(c2ncnc3c2nc2n3CCCCC2)CC1	-5%	3%	2%

The listing, from the first entry:
no.	compound	FEN1 inh	TDP1 inh	N370S GC mod
1	O=C(Oc1cccnc1)c1cc(S(=O)(=O)N2CCCCC2)ccc1Cl	-16%	-5%	4%
2	Cc1ccc(/C=c2/sc3nnc(-c4ccccc4Cl)n3c2=O)o1	-9%	-2%	24%
3	O=C(CCC1N=C2c3ccccc3N=C(SCc3ccccc3Cl)N2C1=O)N1CCN(c2ccccc2)CC1 (stereo not drawn)	-14%	8%	.
4	COc1ccc(-c2cc(C(=O)Nc3ccccc3O)c3ccccc3n2)cc1OC	-10%	5%	-18%
5	CNC(=S)n1cnc(N)n1	13%	.	8%
6	O=C(Nc1ccc(F)cc1)C1CCN(c2ncnc3c2nc2n3CCCCC2)CC1	-5%	3%	2%
7	COc1ccc(-c2sc3ccc(OC)cc3c2-c2ccc(OC)nc2)cc1	-14%	-3%	.
8	COc1cc(CCNc2ccc3nnc(-c4ccccc4)n3n2)cc(OC)c1OC	0%	3%	8%
9	CC(C)c1ccc(/C=N/NC(=O)CC(=O)NC2CCCCC2)cc1	3%	5%	2%
10	c1ccc(Cn2ccc(-c3cnc(-c4ccccc4)s3)n2)cc1	11%	-11%	22%
11	Cn1nc(CC(=O)N2CCN(c3ccccc3)CC2)c2ccccc2c1=O	1%	4%	11%
12	CCN1CCCC1CN(Cc1cc2ccc(C)cc2[nH]c1=O)C(=S)Nc1ccccc1OC (stereo not drawn)	-6%	8%	8%
13	O=c1oc2c3c4c(cc2s1)CCCN4CCC3	?	14µM*	-1%
14	CCOc1ccc(C(=O)Nc2ccc(S(=O)(=O)NCC3CCCO3)cc2)cc1OCC (stereo not drawn)	1%	1%	-8%
15	Nc1nnnn1/N=C/c1cc(Cl)cc(Cl)c1OCc1ccc(Cl)cc1Cl	-3%	4%	1%

Some entries already given, showing only N370S GC mod and TDP1 inh.
cpd	molecule	N370S GC mod	TDP1 inh
6	O=C(Nc1ccc(F)cc1)C1CCN(c2ncnc3c2nc2n3CCCCC2)CC1	2%	3%
7	COc1ccc(-c2sc3ccc(OC)cc3c2-c2ccc(OC)nc2)cc1	.	-3%

(further entries)
no.	compound	FEN1 inh	TDP1 inh	N370S GC mod
16	O=Cc1sc([O-])nc1-[n+]1ccc2ccccc2c1	5%	-1%	0%
17	O=C(C1CC(=O)N(c2ccc(F)cc2)C1)N1CCOCC1 (stereo not drawn)	-1%	2%	-2%
18	COc1ccc(OC)c(-c2cc(C(=O)NCc3ccco3)no2)c1	-13%	8%	-11%
19	CCCCn1c(N)c(N(CC(C)C)C(=O)C2CCN(S(=O)(=O)c3ccc(Cl)cc3)CC2)c(=O)[nH]c1=O	-8%	-12%	-5%
20	CCOc1ccc(NC(=O)C2CCCN(S(C)(=O)=O)C2)cc1 (stereo not drawn)	14%	.	-3%
21	CN(C(=O)CS(=O)(=O)Cc1ccccc1Cl)c1ccccc1	-13%	-3%	-9%
22	CCCCn1c(N)c(N(CCOC)C(=O)C2CCN(C(=O)c3ccccc3C)CC2)c(=O)[nH]c1=O	14%	.	0%
23	Cc1nc(NC(=O)COC(=O)c2ccc(CO)cc2)c(Cl)cc1Cl	4%	0%	.
24	CCN(Cc1ccccc1)C(=S)NC(=O)c1ccccc1Br	16%	.	1%
25	COc1ccc(NC(=O)CNC(=O)N2CC(=O)Nc3ccccc32)cc1OC	?	4%	-4%
26	CC(C)OC(=O)c1ccc2nc3ccccc3nc2c1	-5%	.	-7%
27	CSc1nc(N2CCN(c3ccccc3Cl)CC2)c2ccccc2n1	-13%	-5%	1%
28	CCOC(=O)CCCN1CC(O)=C(c2nc(-c3ccc(Cl)cc3)cs2)C1=N	-11%	-3%	?
29	COc1ccc(N2CCN(CC(O)COc3ccc(C)cc3C)CC2)cc1 (stereo not drawn)	-15%&-6%	.	-14%
30	COc1ccc(CCNC(=O)Cn2ncc3c(C)n(Cc4ccccc4F)c(C)c3c2=O)cc1OC	-13%	-3%	.
31	CC(C)N(C)Cc1nnnn1CC(=O)NCc1cc(F)cc(C(F)(F)F)c1	-21%	.	-2%
32	COc1ccc(N2CCN(C(=O)c3ccc(-c4ccccc4)cc3)CC2)cc1	-4%	.	-16%
33	Cc1cc(C)c(NC(=O)CSc2ccc3nnc(CCNC(=O)c4ccccc4)n3n2)c(C)c1	-4%	-3%	8%
34	O=C(O)CCn1ccnc1-c1ccccc1	-2%	-6%	-6%
35	CC(=O)NC(=S)Nc1ccc(S(=O)(=O)N(C)Cc2ccccc2)cc1	-16%	5%	-5%
36	COc1cccc(C(=O)N2CCN(CCc3ccncc3)CC2)c1	1%	6%	.
37	CC(=O)c1cccc(NC(=O)c2ccc(NS(C)(=O)=O)cc2)c1	-2%	0%	5%
38	O=C(NCc1ccc2c(c1)OCO2)c1cccc(Cl)c1	37%	2%	-1%
39	O=C(Nc1cc(F)cc(F)c1)c1ccc(NCCCN2CCCCCC2)c([N+](=O)[O-])c1	-5%	6%	-15%
40	CCOC(=O)c1cc2c(=O)n3ccccc3nc2n(CCOC)c1=NC(=O)C(C)(C)Oc1ccc(Cl)cc1	-1%	6%	.
41	CCCCS(=O)CC(COc1ccc(Cl)cc1)OC(=O)c1ccccc1 (stereo not drawn)	-1%	3%	0%
42	Cc1onc(-c2c(F)cccc2Cl)c1C(=O)NCc1ccc(F)cc1	22%	.	-19%
43	Cc1nn(-c2ccccn2)c2c1C(c1ccccn1)C1=C(CCCC1=O)N2 (stereo not drawn)	.	6%	-11%
44	CC(C)C(=O)N1CCN(c2ccc(NC(=O)c3cccs3)cc2Cl)CC1	9%	5%	5%
45	Cc1ccn2cc(-c3cccc(S(=O)(=O)N4CCCCC4)c3)nc2c1	-21%	0%	2%
46	CC(=O)Nc1ccc(NC(=O)C(C)OC(=O)[C@@H]2CCCN2C(=O)c2cccs2)cc1 (stereo partly drawn)	8%	-1%	.
47	Cc1ccc(NCCC(=O)c2cccs2)cc1Cl	-3%	3%	5%
48	COc1ccc(S(=O)(=O)N2CCOCC2)cc1NC(=O)CSc1n[nH]c(C(C)C)n1	-3%	2%	0%
49	COC(=O)c1ccc(N2C(=O)CC(SCC(=O)Nc3ccc(OC)cc3)C2=O)cc1 (stereo not drawn)	-20%	.	-12%
50	Cc1ccc(O)c(NC(=O)c2cc([N+](=O)[O-])ccc2Cl)c1	-1%	-1%	3%
51	CCOC(=O)c1sc(=NC(=O)c2cccs2)n(C)c1C	7%	-1%	-2%
52	CC1CCCCC1NC(=O)COC(=O)c1ccccc1NC(=O)c1ccco1 (stereo not drawn)	-3%	6%	.
53	C[C@@H](C(=O)N[C@@H](Cc1ccccc1)C(=O)O)n1nnc2ccccc2c1=O	-1%	10%	4%
54	Cc1ccc(C)c(S(=O)(=O)N2C(=S)NC(=O)C2CC(C)C)c1 (stereo not drawn)	-4%	4%	6%
55	N#Cc1ccsc1NC(=O)COC(=O)CCCSc1nc2ccccc2s1	-17%	4%	-3%
56	COC(=O)CC1C(=O)NCCN1C(=S)Nc1cc(C)cc(C)c1 (stereo not drawn)	-3%	4%	-1%
57	CCCC1(C(=O)OC)C=C2C(=C(c3ccccc3)C(=O)C2C)CN1 (stereo not drawn)	.	-3%	-4%
58	C=CCn1c(SCC(C)=O)nc2sc3c(c2c1=O)CCC3	2%	.	-9%
59	Cc1cc(C)c2[nH]c(=S)cc(C)c2c1	-8%	8%	10%
60	O=C(CCN1C(=O)c2ccccc2C1=O)N1CCN(Cc2ccc(Cl)cc2Cl)CC1	-1%	3%	6%
61	O=S(=O)(c1ccccc1)N1CCN(C(=S)Nc2ccc(F)cc2)CC1	0%	-1%	-1%
62	COc1ccc(-c2ccc(-c3noc(-c4cc(OC)cc(OC)c4)n3)c(OC)n2)cc1	6%	2%	.
63	CCOC(=O)C1(Cc2ccc(OC)cc2)CCN(C(=O)Cn2cnnn2)CC1	9%	.	-1%
64	COc1cc(NC(=O)c2cccc(NC3=NC4CS(=O)(=O)CC4S3)c2)cc(OC)c1OC (stereo not drawn)	-6%	.	1%
65	O=C(N/N=C/c1cc(Br)cs1)c1c[nH]c2ccccc12	?	0%	24%
66	CC1CCCN(C(=O)CN(C)S(=O)(=O)c2ccc3c(c2)c(=O)n(C)c(=O)n3C)C1 (stereo not drawn)	18%	2%	5%
67	CSc1cccc(NS(=O)(=O)c2ccc(C(C)=O)cc2)c1	-16%	7%	1%
68	O=C1CCc2cc(S(=O)(=O)N3CCC(C(=O)Nc4nccs4)CC3)ccc2N1	-2%	0%	-3%
69	COc1ccc(NC(=O)CSCc2cnn(-c3ccccc3)c2-n2cccc2)cc1	30%	0%	.
70	Cn1c(=O)oc2cc(S(=O)(=O)N3CCOCC3)ccc21	10%	2%	-6%
71	NC(=O)c1ccc(NC(=O)COC(=O)C2(c3ccccc3F)CCCC2)cc1	-8%	1%	-2%
72	COC(=O)[C@H](CCSC)NS(=O)(=O)c1ccccc1Br	-4%	.	-2%
73	CCOC(=O)c1c(NC(=O)C2=C(C)NC(=S)NC2c2ccc(CC)cc2)sc(C)c1C (stereo not drawn)	.	7%	27%
74	Cc1ccccc1CN1C(=O)C(O)(CC(=O)c2ccccc2)c2cc(Cl)ccc21 (stereo not drawn)	-28%	-2%	.
75	CCn1c(SCc2ccccc2)nc2cc(OC)c(OC)cc2c1=O	5%	.	2%

Following part:
no.	compound	FEN1 inh	TDP1 inh	N370S GC mod
76	c1ccc(-c2nc(NCc3cccs3)c3ccccc3n2)cc1	2%	-3%	?
77	Cc1[nH]c(C)c(S(=O)(=O)N2CCC(C)CC2)c1C(=O)N1CCCC1	-8%	5%	-1%
78	O=C(c1cnc(N2CCCCC2)c2ccccc12)N1CCN(c2ccccc2F)CC1	-20%	2%	.
79	CCOC(=O)c1c(C)[nH]c(C)c1S(=O)(=O)N1CCCC(C(=O)Nc2cc(C)ccc2C)C1 (stereo not drawn)	19%	5%	.
80	CC(C)n1c(SC2CCOC2=O)nc2ccccc21 (stereo not drawn)	-10%	2%	-2%
81	Cc1ccc(CN(C)c2ccc(S(=O)(=O)N3CCCC3)cn2)cc1	4%	-3%	.
82	O=S(=O)(Nc1ccc(N=Nc2ccccc2)cc1)c1ccccc1	-15%	8%	-3%
83	CC([NH2+][O-])C(C)(C)NO (stereo not drawn)	15%	?	-7%
84	Cc1ccc(S(=O)(=O)N2CCCOC2CNC(=O)C(=O)NCCCn2ccnc2)cc1 (stereo not drawn)	9%	0%	4%
85	CCCC(=O)NC1CCCc2c1cnn2-c1ccc(C)c(C)c1 (stereo not drawn)	1%	.	-9%
86	CN(C)C(=O)c1ccc(NC(=O)COC(=O)CC23CC4CC(CC(Br)(C4)C2)C3)cc1	0%	-7%	4%
87	O=c1c(F)cn(C2CCCO2)c(=O)n1Cc1ccc(Cl)cc1 (stereo not drawn)	1%	0%	21%
88	CC1CCCCC1NC(=O)COC(=O)/C=C/c1ccc2c(c1)OCO2 (stereo not drawn)	3%	3%	5%
89	CCc1cc(C(=O)N2CCCC(C(=O)c3ccc(OC)c(F)c3)C2)n(C)n1 (stereo not drawn)	-15%	1%	-10%
90	CC(=O)c1c(C)[nH]c(C(=O)COC(=O)c2ccc(Cl)nc2)c1C	-9%	0%	.

Copied from the list.
Reading of entry 77 in TDP1 inh: 5%
Reading of entry 76 in FEN1 inh: 2%

Next part.
no.	compound	FEN1 inh	TDP1 inh	N370S GC mod
91	O=C(NCCc1ccccc1)c1ccc2nc(-c3ccco3)c(-c3ccco3)nc2c1	-15%	-2%	-10%
92	CC(C)(C)c1ccc(C(=O)NCc2cccnc2)cc1	-12%	0%	5%
93	CC1=C(C(=O)Nc2cccc(C(F)(F)F)c2)C2(CCN(C(C)C)CC2)OC1=O	19%	-3%	.
94	COCCn1c(CNC(=O)c2ccccc2C)nc2cccnc21	20%	9%	.
95	Cc1n[nH]c(=O)c2c1nnn2Cc1ccccc1Cl	0%	.	-7%
96	COc1ccc(CNc2cc(C)ccn2)cc1	11%	.	-7%
97	COC(=O)/C(=C\c1ccc([N+](=O)[O-])o1)NC(=O)c1ccccc1	12%	1%	-1%
98	Cn1c(SCC(=O)Nc2nc3c(s2)CCCC3)nnc1-c1ccccc1	-3%	5%	5%
99	Nc1ccc2oc(=O)ccc2c1I	.	3%	-1%
100	COc1ccc(-n2c(C)nnc2SCc2nc(-c3ccc(OC)c(OC)c3)no2)cc1	1%	5%	.
101	COc1ccc(CCNC(=O)Cn2cnc3sc(C)c(-c4ccc(F)cc4)c3c2=O)cc1OC	-6%	-8%	5%
102	CC(C)(C)c1nnc(N/N=C/c2ccc(Br)cc2)n(N)c1=O	9%	7%	-3%
